Compound activity (PubChem BioAssay)
DYRK1A inh – inhibitors of rat Dyrk1A kinase. ADP-Glo luminescence, NFATc1 peptide. AID 504441. hit rate 0.43% among 310,000. inhibition, % at 12.5 µM; in the data active means inhibition above about 50%;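 further: plate controls were vehicle with enzyme for no effect and no enzyme for full effect; many of its hits are not listed in these tables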
KLF5 inhibitor – inhibitors of KLF5 expression. DLD-1 KLF5 promoter-luciferase reporter, luminescence. inhibition, % at 5 µM. hit rate 0.23% among 290,000. AID 1700;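 active means inhibition above a per-plate limit of that plate's mean compound inhibition plus 3 SD, cut at about 60% in these data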;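 further: 0% = DMSO wells and 100% = LY294002 at 200 µM; higher means less KLF5 promoter-driven luciferase light; inactives centre near -14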
GSK3A inh – human GSK-3 alpha kinase inhibition. P49840. ADP-Glo luminescence, 60 min. inhibition, % at 10 µM. hit rate 0.1% among 320,000. AID 2650;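 in the data active means inhibition above about 50%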;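 further: GST-tagged GSK-3 alpha with peptide substrate and 25 µM ATP; 0% = DMSO neutral wells and 100% = GW8510 positive control wells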
Target sequence (P49840 whole entry, looked up): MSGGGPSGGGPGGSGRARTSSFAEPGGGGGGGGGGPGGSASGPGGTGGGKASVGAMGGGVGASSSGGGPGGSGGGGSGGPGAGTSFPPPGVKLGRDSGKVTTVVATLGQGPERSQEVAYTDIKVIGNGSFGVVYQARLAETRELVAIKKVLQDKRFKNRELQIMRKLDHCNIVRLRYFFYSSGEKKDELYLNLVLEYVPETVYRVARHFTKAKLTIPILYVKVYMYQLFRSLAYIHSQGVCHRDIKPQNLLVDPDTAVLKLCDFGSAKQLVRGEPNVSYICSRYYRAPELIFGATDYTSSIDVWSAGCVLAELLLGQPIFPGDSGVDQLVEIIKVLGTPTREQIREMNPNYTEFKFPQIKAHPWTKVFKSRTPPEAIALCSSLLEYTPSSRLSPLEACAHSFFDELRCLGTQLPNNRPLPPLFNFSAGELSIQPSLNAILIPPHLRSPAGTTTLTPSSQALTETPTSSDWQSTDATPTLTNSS
GSK3B inh – inhibitors of human GSK3beta kinase | hit rate 0.038% among 300,000 | activity score (negative = inhibition), % at 10 µM | P49841 | GST-GSK3beta kinase, ADP-Glo luminescence, 60 min; hits give low values;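 active means more than half of replicate wells score below -50%, meaning over 50% inhibition versus plate controls; inconclusive means some replicates but at most half score below -50%; inactive means no replicate scores below -50%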;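 further: 0% = median DMSO wells and -100% = median GW8510 positive control wells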
Target sequence (P49841 whole entry, looked up): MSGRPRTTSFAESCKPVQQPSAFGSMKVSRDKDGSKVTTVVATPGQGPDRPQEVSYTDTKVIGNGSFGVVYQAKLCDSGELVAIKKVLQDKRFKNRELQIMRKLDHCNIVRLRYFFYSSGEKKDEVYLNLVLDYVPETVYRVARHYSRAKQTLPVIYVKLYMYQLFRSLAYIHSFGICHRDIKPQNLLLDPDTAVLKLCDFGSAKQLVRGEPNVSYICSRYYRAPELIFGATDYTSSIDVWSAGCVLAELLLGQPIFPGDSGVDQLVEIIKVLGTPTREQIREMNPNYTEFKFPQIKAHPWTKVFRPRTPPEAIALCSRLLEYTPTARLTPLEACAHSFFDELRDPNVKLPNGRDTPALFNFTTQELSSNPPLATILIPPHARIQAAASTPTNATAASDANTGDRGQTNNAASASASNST
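Test system – GST-tagged human GSK3beta kinase, cell-free · Incubation – 60 min enzyme reaction, room temperature · Signal – ADP-Glo luminescence · Also added – peptide substrate and ATP at 25 µM · Controls – DMSO neutral wells and GW8510 at 20 µM as positive · Buffer or medium – Tris/MgCl2 kinase buffer · Measure – Luminescence-derived activity versus plate DMSO and GW8510 wells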
HSF-1 act – increases HSF-1 driven luciferase reporter signal. NIH3T3-HGL HSF-1 luciferase reporter, MG132, 8 h; 100% = twice DMSO control signal. activation, % at 9 µM. hit rate 1.7% among 300,000;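 active means mean replicate activation of at least 50% with a set share of replicates each reaching 50%; inconclusive means only one of those two conditions met; inactive means mean below 50% and too few replicates reaching it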;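 further: 0% = median of the neutral control wells and 100% = twice that signal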
Platelet DG rel – platelet dense granule release activity; human platelet-rich plasma, SFLLRN dense granule ATP release, luminescence; inhibition, %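 (compounds screened at 7.5 µM in platelet-rich plasma)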; hit rate 0.22% among 300,000;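 active means mean replicate score, as percent of positive control, at or above 50; inconclusive means mean below 50 but at least one replicate at or above 50; inactive means mean and every replicate below 50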
HSP90 inh – HSP90 refolding inhibition in rabbit reticulocyte lysate; luciferase refolding luminescence, 3 h; inhibition, % at 5.6 µM; hit rate 0.91% among 290,000;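 active means inhibition above the screen-wide mean plus 3 SD, computed separately per campaign, cut at about 16% in these data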;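 further: 0% = DMSO wells and 100% = 60 µM geldanamycin wells; inhibitors lower the luminescence because luciferase stays unfolded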
HSF1 inhib – HSF1 inhibition; activity change, negative = inhibition, % at 7.5 µM (by protocol); NIH3T3-HGL HSE-luciferase, MG132-induced, luminescence 8 h; hits give low values; hit rate 0.77% among 300,000;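 active means more than half of replicate wells show activity change below -50%, luminescence cut by over half; inconclusive means some wells, but at most half, below -50%; inactive means no replicate well below -50%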;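 further: luciferase reports HSF-1 transcriptional activity via heat shock element; 0% = median of DMSO wells and -100% = zero luminescence signal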
IEC-6 cytotox – IEC-6 cytotoxicity, counter-screen for KLF5 inhibitors; luminescence viability; inhibition, % at 5 µM; hit rate 0.78% among 290,000; AID 1825; in the data active means inhibition above about 22%;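 further: 0% = plate median of test compound wells and 100% = cytotoxic reference compound wells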
aSyn UTR inh – 5' untranslated region of α-synuclein, MLPCN primary screen | alpha-synuclein 5'UTR reporter, inhibitor activity | inhibition, % (tested at 7.5 µM) | hit rate 0.82% among 300,000 | AID 1813; in the data active means inhibition above about 60%; inconclusive means no clear call, values can overlap the other calls;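 further: H4 neuroglioblastoma cells stably carrying SNCA 5'UTR luciferase fusion; 0% = DMSO wells and 100% = positive control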
* hit, by the source's call; ? = inconclusive; · = no result given. Not all compounds are listed; the hit share may differ from the screen's.

Order of results – DYRK1A inh, KLF5 inhibitor, GSK3A inh, GSK3B inh, HSF-1 act, Platelet DG rel, HSP90 inh, HSF1 inhib, IEC-6 cytotox, aSyn UTR inh
(1) Cc1ccc2c(c1)C(=O)C(=O)N2CC1COc2ccccc2O1 (stereo not drawn)
 : 6, -8, -1, 2, 3, 2, -3, 10, 83*, -37
(2) C[C@H]1C=C(C(=O)NC2CC2)O[C@@H](OCc2ccc(CO)cc2)C1
 : 7, ·, -2, 0, -15, 7, ·, -4, ·, -43
(3) O=C(COc1cccnc1[N+](=O)[O-])Nc1ccc(S(=O)(=O)N2CCOCC2)cc1
 : -3, -23, 0, -4, 6, 1, 3, -7, 3, 23
(4) CCCOc1ccc(N2CC(C(=O)Nc3ccc(N4CCOCC4)cc3)CC2=O)cc1 (stereo not drawn)
 : -5, 0, 2, 2, -5, -3, 3, 0, -4, 33
(5) O=C(O)c1cccc(N2C(=O)Nc3ccccc3N2O)c1
 : 0, -42, -3, 5, -17, 1, 2, -6, -6, -11
(6) O=C(NC(NC(=O)c1c(F)cccc1F)c1ccc([N+](=O)[O-])cc1)c1c(F)cccc1F
 : -4, -18, 1, -1, -3, 0, -1, 2, 1, 0
(7) CCOc1ccc(N(CC)S(=O)(=O)c2ccc3c(c2)oc(=O)n3C)cc1
 : 0, -13, 5, 0, 2, 0, 6, 2, 6, 17
(8) O=C(COc1ccc2ccccc2c1)Nc1ccc(Cc2ccncc2)cc1
 : -4, -15, -3, -1, -5, 4, 0, -12, 1, -50
(9) Cc1nc(N2CCN(c3ccccn3)CC2)c2c(C)c(C(=O)Nc3ccc(F)cc3F)sc2n1
 : 1, -4, 0, -1, 9, -2, 2, 1, -10, 6
(10) CC12CCC(C(=O)N3CCOCC3)([C@H](Br)C1=O)C2(C)C (stereo partly drawn)
 : ·, -11, -2, 1, 2, -3, -4, 1, -9, -11
(11) CCOc1ccc(NC(=O)c2cccc3c2C(=O)N(CC2CCCO2)C3)cc1 (stereo not drawn)
 : 2, -16, -1, 7, 10, 0, -3, 4, -7, -17
(12) CN(C)CCN(Cc1ccccc1)C(=O)C1CCN(c2ncnc3c2nc2n3CCCCC2)CC1
 : -7, -27, -1, 0, 6, -2, 4, 0, 5, 16
(13) CCN=c1scc(-c2ccc3c(c2)NC(=O)CO3)n1N=C1CCCC1
 : 3, -19, -2, 4, 39, -2, 4, 4, 3, 6
(14) O=C(CN(C(=O)c1csnn1)c1ccccc1F)NCc1ccccc1
 : 0, 3, -3, -2, -8, 7, 1, 0, -1, -11
(15) O=C(CCS(=O)(=O)c1ccc(Br)cc1)NCCC1=CCCCC1
 : -6, 4, ·, 0, 1, 7, 4, 3, -5, -10
(16) COC(=O)N/N=C/c1cc(C)n(-c2ccc(F)cc2)c1C
 : -2, 3, -4, -3, -10, 2, 0, -2, -5, -56
(17) COc1ccc(CN(C)CC(=O)Nc2ccc(N3CCOCC3)cc2)cc1OC
 : -3, -35, -2, -3, 24, 0, 4, -1, -3, 14
(18) CC1=C(C(=O)OC(C)C)C(c2cccc(F)c2)N2C(=O)C(C)SC2=N1 (stereo not drawn)
 : -2, -12, ·, 3, 9, -3, 3, 13, 3, 9
(19) O=C(NCc1n[nH]c(=O)c2ccccc12)C1CC(=O)N(c2ccc(Cl)cc2)C1 (stereo not drawn)
 : -7, ·, 10, 1, -3, 2, ·, 0, ·, 19
(20) NC(=O)CSc1nccn1Cc1ccc2c(c1)OCO2
 : -6, -8, -4, -1, -2, 10, -3, -8, -1, 4
(21) Cc1nc(N2CCC(C)CC2)c2c(C)c(C(=O)Nc3cc(F)ccc3C)sc2n1
 : 1, 5, -4, 0, 12, 4, -7, 10, 1, 0
(22) COc1ccc(OC)c(NC(=O)CSc2nnc(CNc3ccc(C)cc3C)o2)c1
 : 0, -24, -2, 0, 39, 2, -3, 5, -4, -5
(23) COc1ccc(Oc2ccc(S(=O)(=O)N3CCCCC3)cc2S(=O)(=O)N2CCCCC2)cc1
 : -4, -11, -3, -2, -35, -4, 0, ?, -7, 3
(24) Cc1cc(NC(=O)c2c(-c3ccccc3Cl)noc2C)no1
 : ·, 6, 1, -1, 19, -2, -5, 4, -1, -5
(25) CCC(CO)Nc1ncnc2c1cnn2-c1ccc(OC)cc1 (stereo not drawn)
 : -3, -179, 1, 3, 12, -4, 8, 3, -3, -75
(26) O=C(Cc1nnc(NC(=O)c2ccccc2)s1)N/N=C/c1ccco1
 : 7, 6, ·, 0, -11, -13, 2, 1, 8, 9
(27) COc1ccccc1NC(=O)c1ccc2nc(-c3ccccc3)c(-c3ccccc3)nc2c1
 : ·, -15, -1, 3, -2, 1, 1, 5, -3, -41
(28) O=C(CSc1nnc(Cc2ccccc2)o1)NC1CC2CCC1C2 (stereo not drawn)
 : 3, -3, -2, -2, 11, 1, -1, -7, -3, 7
(29) COc1cccc(N2CCN(C(=S)NCCc3ccccc3)CC2)c1
 : -2, -48, -2, 2, 36, 1, 3, 14, 2, -7
(30) O=C1C2N=NN(CC(=O)N3N=C(c4cccc5ccccc45)CC3c3ccccc3)C2C(=O)N1c1ccccc1 (stereo not drawn)
 : -2, -3, -1, 0, 7, 6, 6, 12, 2, 1
(31) CC(C)CN1C(=O)C(=O)N(CC(=O)Nc2cc(Cl)ccc2Oc2ccccc2)C1=O
 : ·, -17, 0, -1, -1, 1, 0, -2, -3, 13
(32) Cc1ccc(S(=O)(=O)NCc2ccc(C(=O)N3CCCC3)cc2)cc1
 : -8, -1, -3, -2, -14, -1, 2, 0, -4, 18
(33) COc1ccc(/C=C(/NC(=O)c2cccs2)C(=O)N2CCOCC2)cc1OC
 : -3, -19, -1, 2, -26, 8, 3, -3, -3, 5
(34) CCCCc1c(O)nc(SCC(=O)N2CCCCC2)n(-c2ccccc2C)c1=O
 : -1, -4, -2, -1, 21, -4, 1, -2, -4, 19
(35) CN(CCc1ccccc1)C(=O)CCc1nnc(Cc2ccc3c(c2)OCO3)o1
 : 0, -31, -1, 0, 9, 0, -1, -2, -7, -2
(36) COc1ccc(N2CCN(c3ncccn3)CC2)cc1
 : 1, -17, -3, 1, ·, -4, 4, ·, 0, -130
(37) COc1cc(/C=N/NC(=O)c2ccc(CSc3nc4ccccc4[nH]3)cc2)cc(OC)c1OC
 : 5, -26, -3, 3, -1, 9, 2, -8, -2, 5
(38) O=C(NCCCCO)c1ccc2c3c(cccc13)CC2
 : -3, -32, -1, -3, 4, -5, -1, -8, -2, -29
(39) C=CCC1(CC=C)CCCN1C(=O)c1cc(COc2cncc(Cl)c2)on1
 : -2, -7, -1, 0, -8, -15, -2, -7, 8, -28
(40) O=C(NCc1cccnc1)C1COc2ccccc2O1 (stereo not drawn)
 : 10, -12, ·, -1, -6, -2, -1, -2, -5, -8
(41) Cc1cc(C)cc(NC(=O)CCn2ccnc2C)c1
 : 9, -1, ·, 2, -15, 0, 5, -1, 3, 19
(42) CCOC(=O)c1cccc(NC(=O)c2cccnc2)c1
 : 13, -22, 0, -9, -2, 5, -1, 0, 2, 2
(43) COc1ccc(S(=O)(=O)N2CCN(CC(=O)Nc3ccc(F)c(F)c3)CC2)cc1
 : 0, -11, -2, -4, -34, -1, -4, -18, 0, 1
(44) CN1C(=O)c2ccccc2N(C)C1c1cccs1 (stereo not drawn)
 : 3, -10, 0, 1, -3, -2, 1, -2, -1, 0
(45) Cc1ccc(C(=O)c2cc(C)sc2NC(=O)CN2CCN(C(=O)c3ccco3)CC2)cc1
 : 0, -31, 0, 3, -14, -7, -1, -6, -7, 28
(46) CC(C)OCCCNc1nc2c([nH]1)c(=O)n(C)c(=O)n2C
 : 0, -10, 10, 0, 5, -2, 8, -9, -2, 15
(47) Cc1ccc(S(=O)(=O)N2CCCOC2CNC(=O)C(=O)NC2CCCCC2)cc1 (stereo not drawn)
 : -4, -3, -1, 2, 8, 0, -1, 3, -5, -10
(48) CCn1nnnc1SCC(=O)Nc1ccc2c(c1)OCCO2
 : -6, -25, 0, 9, 25, 4, -2, 12, 3, -118
(49) Cc1ccc(C2C(C(=O)c3cccs3)=C(O)C(=O)N2c2cccc(C)n2)cc1 (stereo not drawn)
 : 6, 2, -2, -1, 37, -3, -3, 22, -6, -47
(50) COCCCNC(=O)c1c[nH]c2ccc(S(=O)(=O)N(C)c3ccccc3C)cc2c1=O
 : 1, -36, -1, 3, 50, 1, 1, 11, 2, -17
(51) CC(C)[C@H](NC(=O)Nc1ccc(Oc2ccccc2)cc1)C(=O)O
 : 3, -9, -2, 2, -7, -1, 3, -5, 1, -9
(52) O=C(Nc1ccccc1)c1cnc(-c2ccccc2)nc1-c1ccccc1
 : -5, -25, 1, -4, -14, -6, 3, -2, 6, -37
(53) O=C(c1ccco1)N1CCN(C(=O)c2cnn(-c3ccc(Cl)cc3)c2C2CCNCC2)CC1
 : -3, -13, 1, -4, -13, 6, -8, -8, -7, 6
(54) CC(Oc1ccc2c3c(c(=O)oc2c1)CCCC3)C(=O)NCCCn1ccnc1 (stereo not drawn)
 : 2, 6, -1, 1, 8, -5, 1, 1, 2, -50
(55) CC(=O)c1ccc(S(=O)(=O)NCCC(=O)OCC(=O)N2CCCC2=O)cc1
 : 4, ·, 0, 2, 6, 3, ·, -3, ·, -5
(56) O=C(NCCCC(NC(=O)OCc1ccccc1)C(=O)O)OCc1ccccc1 (stereo not drawn)
 : ·, -31, -8, 0, 19, 0, -1, 1, 0, 2
(57) CC1=NOC(=O)/C1=C\c1ccc(-c2ccc(Br)cc2C(=O)O)o1
 : -1, -20, -2, -1, 7, 1, 2, -1, 2, -19
(58) Cc1ccc(SCC(=O)NC2CC3CCC(C2)N3C)cc1 (stereo not drawn)
 : 1, -19, -3, -6, 19, -3, 0, 9, 2, 1
(59) CC(=O)c1c(Cl)nc2ccc(Br)cc2c1-c1ccccc1
 : 2, -8, -3, 2, 31, 3, -1, 12, 7, 30
(60) COc1cc2c(cc1OC)CN(C(=O)c1cc(Cl)nc(Cl)c1)CC2
 : 10, -27, 1, -4, 8, 2, 1, 7, 5, 18
